PPARg SRC1 recr: agonists of human PPARgamma SRC-1 coactivator recruitment. P37231. PPARgamma-SRC-1 coactivator recruitment biochemical assay. activation, % at 8 µM. 200,000 tested, 0.41% active; in the data active = activation above about 19%;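 also: 0% = DMSO and 100% = reference agonist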
Target sequence (P37231 whole entry, looked up): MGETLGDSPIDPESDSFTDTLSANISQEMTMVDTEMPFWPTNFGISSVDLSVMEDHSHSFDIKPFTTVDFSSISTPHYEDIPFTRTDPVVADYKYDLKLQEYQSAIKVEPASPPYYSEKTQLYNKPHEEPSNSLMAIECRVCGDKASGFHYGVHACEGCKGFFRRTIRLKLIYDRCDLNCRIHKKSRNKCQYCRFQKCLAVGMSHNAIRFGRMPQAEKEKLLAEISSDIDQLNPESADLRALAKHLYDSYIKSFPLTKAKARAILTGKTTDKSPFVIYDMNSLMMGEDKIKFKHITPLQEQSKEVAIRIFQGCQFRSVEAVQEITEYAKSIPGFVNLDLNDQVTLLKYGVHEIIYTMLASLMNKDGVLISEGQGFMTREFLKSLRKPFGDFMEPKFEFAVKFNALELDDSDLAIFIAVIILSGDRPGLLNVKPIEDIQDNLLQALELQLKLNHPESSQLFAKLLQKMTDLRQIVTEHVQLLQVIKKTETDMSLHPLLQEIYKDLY
RAM network inh: inhibitors of the yeast RAM network. S. cerevisiae dse1pr::URA3 reporter, 5-FOA growth OD615, 2 d; analog-sensitive cbk1-as2 kinase mutant strain. inhibition, % at 50 µM. 190,000 tested, 1.8% active. AID 868;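 active = inhibition above a set limit, 3 SD over mean compound inhibition, cut at about 8.4% in these data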;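 also: 0% = DMSO-only wells with no growth and 100% = 10 µM 1-NA-PP1 full growth; inhibition rescues growth on 5-FOA so higher OD means more RAM inhibition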
bIAP inh: intestinal alkaline phosphatase (bovine) inhibition | AID 1019 | purified bovine IAP, CDP-star luminescence, 30 min | 190,000 tested, under 10 active | inhibition, % at 20 µM;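 active = over 50% inhibition of intestinal alkaline phosphatase at 20 µM in the single-dose screen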
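test system = bovine IAP enzyme | medium = DEA buffer 100 mM, pH 9.8, with MgCl2 1.0 mM, ZnCl2 0.02 mM | detection = luminescence | dosing = single compound dose of 20 µM, 2% DMSO final | incubation = 30 min reaction at room temperature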
PPARg SRC3 recr: agonists of human PPARgamma SRC-3 coactivator recruitment. biochemical PPARgamma/SRC-3 coactivator recruitment assay. 200,000 tested, 0.26% active. activation, % at 8 µM. P37231; in the data active = activation above about 23%;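 also: 0% = DMSO and 100% = reference agonist; some compounds past the cut are filed as inactive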
PPARg SRC-2 ag: promotes SRC-2 coactivator recruitment by human PPARgamma | AID 1032 | activation, % at 8 µM | 200,000 tested, 0.34% active | PPARgamma LBD-SRC-2 recruitment, biochemical; in the data active = activation above about 22%;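 also: 0% = vehicle and 100% = reference agonist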
TR-FRET SRC-2 ct: TR-FRET artefact, counter-screen to PPARgamma/SRC-2 agonist assay; AID 1049; 200,000 tested, 0.4% active; TR-FRET ratio at 8 µM; active compounds read high; in the data active = TR-FRET ratio above about 2000; also: inactives centre near 1500
DTT redox prof: compounds producing H2O2 with reducing agent – biochemical, NIH compound library profiling, artefact control for MLSCN library redox annotation, primary screen; DTT-dependent redox cycling H2O2, phenol red/HRP absorbance; 100% = 100 µM peroxide control, 0% = buffer; activation, % at 10 µM; 200,000 tested, 0.03% active; AID 878;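 active = activation of at least 50% relative to the plate's high and low controls in the primary single-dose screen; inactive = activation below 50%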;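 also: compound incubated with DTT at 0.8 mM final as the reducing agent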
S1P3 antag: antagonists of human S1P3 receptor | Q99500 | CHO S1P3 NFAT-BLA reporter, FRET fluorescence, antagonist mode | inhibition, % at 4.98 µM | 170,000 tested, 0.27% active | AID 485;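 active = inhibition above the plate cutoff, the mean inhibition of test wells on that plate plus 3 SD, cut at about 28% in these data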;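 also: cells challenged with S1P at its EC80 of 0.8 µM; blue over green emission ratio from cleaved BLA substrate after 4 h stimulation; 0% = S1P-stimulated wells and 100% = unstimulated DMSO-only wells; some compounds past the cut are filed as inactive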
Target sequence (Q99500 whole entry, looked up): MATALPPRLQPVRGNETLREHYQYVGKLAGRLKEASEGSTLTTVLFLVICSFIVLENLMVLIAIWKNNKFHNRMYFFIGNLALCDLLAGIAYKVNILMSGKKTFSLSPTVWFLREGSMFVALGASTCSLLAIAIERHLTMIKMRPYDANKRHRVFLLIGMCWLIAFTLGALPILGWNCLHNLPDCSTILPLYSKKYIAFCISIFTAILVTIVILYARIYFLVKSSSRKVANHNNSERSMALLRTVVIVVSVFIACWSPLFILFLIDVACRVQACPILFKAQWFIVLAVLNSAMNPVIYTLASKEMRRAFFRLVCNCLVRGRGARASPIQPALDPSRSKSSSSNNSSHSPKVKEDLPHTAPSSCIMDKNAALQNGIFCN
ROMK mod: human ROMK K+ channel modulation, primary screen | P48048 | Tet-inducible ROMK, thallium flux fluorescence; actives lie on both sides | B-score at 10 µM | 130,000 tested, 2% active | AID 1918;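 active = signal ratio slope over the read window, or its plate-corrected B-score, at least 3 SD from the plate mean, either direction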;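 also: B-score of the F/F0 ratio slope over 7 to 12 s after thallium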
L major viab: inhibitors of Leishmania major promastigote growth; Leishmania major promastigotes, resazurin fluorescence viability; inhibition, % at 10 µM; 200,000 tested, 9% active; in the data active = inhibition above about 50%;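 also: promastigotes grown with compound for 44 hours at 28 °C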
HMGR II inh: blocks class II HMG-CoA reductase of Enterococcus faecalis; purified E. faecalis HMGR, NADPH absorbance 340 nm kinetic; inhibition, % at 10 µM; 190,000 tested, 0.41% active; AID 1066;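 active = inhibition above a set limit, the median over all tested compounds plus 3 SD, cut at about 9.5% in these data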;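 also: enzyme runs in reverse so mevalonate oxidation gives rising NADPH absorbance; 0% = complete reaction with DMSO and 100% = background rate lacking mevalonate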
* hit, by the source's call; . = not tested or not shown. No enrichment for hits; 13% or so of the library scored in one or more.

SMILES	PPARg SRC1 recr	RAM network inh	bIAP inh	PPARg SRC3 recr	PPARg SRC-2 ag	TR-FRET SRC-2 ct	DTT redox prof	S1P3 antag	ROMK mod	L major viab	HMGR II inh
CCCS(=O)(=O)N1CCCC(C(=O)N2CCN(C(=O)OCC)CC2)C1 (stereo not drawn)	-3	-0.1	0	-1	1	1452	3.6	-30	.	-5	-1
COc1c(C)cc(C(=O)C2CCCN(C(=O)c3snnc3C)C2)cc1C (stereo not drawn)	1	0.9	-3	-1	-1	1497	-0.5	1	0.41	3	0
Cc1cccnc1CN1CCN(Cc2nc(C(c3ccccc3)c3ccccc3)no2)CC1	2	2.4	-5	1	1	1555	-0.9	14	0.03	21	-1
C=C(C)CSc1nc2c(c(=O)[nH]c(=O)n2C)n1CCC(C)C	3	0.1	5	16	3	1450	0.4	11	.	-1	-3
COc1ccc(C2C3=C(CC(c4ccco4)CC3=O)Nc3ccccc3N2C(C)=O)cc1 (stereo not drawn)	3	0.0	2	6	6	1787	0.7	-5	.	-3	-2
CCCN1CCC2(CC1)C(C#N)=C(N)Oc1c2sc2nc(C)cc(C)c12	-4	-0.3	2	5	2	1502	1.5	.	.	52*	-3
O=C(CSc1ncccc1C(=O)O)NCCC1=CCCCC1	9	0.3	0	7	5	1860	-0.3	-6	0.031	-2	4
Cc1nn(C)cc1S(=O)(=O)NC1CCCC1	2	-0.4	-6	5	4	1585	-0.9	-29	0.025	-5	-4
Cc1nn(-c2ccccc2)nc1CNC(=O)C(C)Cc1ccccc1 (stereo not drawn)	-1	2.4	14	-3	2	1449	0.3	-7	-0.24	-5	-1
CCOC(=O)NC(O)C(=O)c1ccc(F)cc1 (stereo not drawn)	0	0.4	13	4	-1	1467	-0.1	-5	0.34	-3	-2
O=C(COC(=O)[C@H](Cc1ccccc1)NC(=O)c1cccs1)Nc1cc(F)ccc1F	-6	3.6	5	1	-2	1574	-0.1	2	-2.7	-5	-1
Cn1c(SCc2ccccc2Cl)nc2ccccc21	-4	-1.3	.	12	11	1502	-0.2	.	-1	3	-6
Cc1nc(Cl)c(S(N)(=O)=O)c(C)c1Cl	4	1.2	-4	0	0	1491	-0.1	4	0.17	-8	0
O=C(O)c1ccccc1-c1ccccc1C(=O)Nc1ccccc1	5	0.5	0	6	12	1555	5.1	.	.	-5	3
COc1cc2c(cc1OC)C(C1C(=O)CCCC1=O)N(C(=O)CCl)CC2 (stereo not drawn)	1	0.4	-2	4	0	1585	-0.2	4	0.52	29	-1
CCCc1cc(=O)[nH]c(SC(CC)C(=O)Nc2ccccc2C#N)n1 (stereo not drawn)	-3	3.3	6	-11	-2	1320	2.2	9	.	-15	-4
COc1ccc(S(=O)(=O)N2CCOCC2)cc1NC(=O)c1cccc2c(=O)c(C)c(-c3ccccc3)oc12	2	6.1	3	1	7	1517	0.4	-7	.	41	-9
Cc1ccc(C)c(N2N=C(C(=O)Nc3nccs3)CCC2=O)c1	0	1.3	-20	2	11	1568	-0.1	-6	1.2	-4	0
CC(NC(=O)CCc1ccc(S(=O)(=O)NC2CCCCC2)cc1)c1ccccc1 (stereo not drawn)	-2	0.2	14	-5	-4	1341	0.1	.	.	96*	2
O=C(NCc1ccco1)C1CC(c2ccc(Cl)cc2)=NO1 (stereo not drawn)	2	2.9	2	2	0	1578	0.6	-30	4.6*	-6	-3
O=C(CSc1ncnc2c1oc1ccccc12)Nc1nccs1	0	0.4	10	3	14	1614	0.2	-9	.	-5	4
COC(=O)Cc1c(C)c2ccc(OCC(=O)N(C)C)cc2oc1=O	-4	2.0	12	4	0	1456	0.1	.	1.4*	0	-3
CN(C)c1ccc(CNc2ncn[nH]2)cc1	-3	4.0	0	1	5	1649	7.4	-20	0.18	-7	5
NS(=O)(=O)c1ccc(O)c(N2C(=O)c3cccc4c(C(=O)c5ccccc5)ccc(c34)C2=O)c1	0	0.1	14	1	2	1409	-0.1	-12	-1	4	-6
CC(C)CN1CCN(Cc2ccc(CN3CCCCC3)s2)CC1CCO (stereo not drawn)	0	0.7	-3	0	9	1194	-0.6	3	-0.39	8	-1
Cc1cc(C(=O)COC(=O)CCc2nc3ccccc3s2)c(C)n1C	4	0.5	10	10	6	1501	1.6	6	.	-5	0
Fc1ccc(CSc2ccc(-c3cccs3)nn2)cc1	-2	4.8	28	1	-2	1608	0.6	5	-0.28	-6	0
COc1ccc(OC)c2[nH]c(C(=O)O)cc12	5	1.2	10	-5	-3	1758	0.5	.	0.41	1	-4
O=C(NC1CCCCC1)C1CC(=O)N(CCc2ccccc2)C1 (stereo not drawn)	9	-1.1	7	9	7	1639	0.1	.	.	-2	0
CCOc1ccc(-c2nc(N)nc(C)c2-c2ccc(OC)c(OC)c2)c(O)c1	6	2.9	10	1	7	1551	-1.8	5	.	18	-4
CC(OC(=O)C1COc2ccccc2O1)C(=O)N(C)c1ccccc1 (stereo not drawn)	7	0.1	-6	1	-5	1566	-1.1	-7	0.18	-8	-5
CCC(C)NC(=O)C1CCN(C(=O)N(C)C)CC1 (stereo not drawn)	1	0.1	12	4	1	1480	-2.2	-22	.	1	-5
CC(C)=C1C(=O)NN(c2cccc(Cl)c2)C1=O	-1	1.0	10	-3	-4	1415	0.2	2	.	18	0
COc1ccc(C(=O)CSc2nnc(Cc3ccccc3)o2)cc1	1	2.8	4	2	4	1670	-1.4	-17	.	-14	-11
c1ccc(-c2nn3c(C4COc5ccccc5O4)nnc3s2)cc1 (stereo not drawn)	6	.	.	7	5	1610	2.4	-7	.	-9	.
Cc1ccc(NCCC(=O)c2cccs2)cc1C	15	3.6	4	6	1	1656	4.9	-15	0.23	43	4
Nc1nonc1-c1noc(COc2ccccc2Cl)n1	9	3.4	28	11	3	1697	0.0	20	-1.2	2	-4
C(=C\c1ccccc1)/CNn1cnnc1	-6	-0.9	24	-4	1	1504	-0.1	-3	-0.76	-3	0
COc1ccc(NC(=O)C(=S)NC2CCCCC2)cc1	-2	2.2	-7	-1	1	1512	0.0	-3	1.2	2	-5
CCCCS/C(N)=N/N=C/c1cc(C)ccc1O	-1	-0.3	28	3	11	1477	0.0	.	0.15	-3	-2
O=C(Cc1ccccc1)Nc1cc(Cl)ccc1Sc1ccccc1	3	7.2	-57	3	1	1729	.	-15	-0.072	60*	0
O=C(O)c1ccccc1C(=O)c1cccs1	4	1.7	6	-9	9	1670	-0.4	.	0.51	-1	4
Cc1cc(NC(=O)CSc2nnc(Nc3ccccc3F)s2)no1	0	5.3	8	2	0	1503	0.2	-8	0.16	1	1
Cc1c(NS(=O)(=O)CC23CCC(CC2=O)C3(C)C)c(=O)n(-c2ccccc2)n1C (stereo not drawn)	11	0.3	8	-3	1	1734	-3.6	-52	0.013	-1	4
Cc1[nH]c(=S)sc1Cc1ccc(F)cc1	5	-0.9	3	8	14	1777	-0.4	-5	0.32	-9	-6
CCOC(=O)/C(C)=N/NC(=O)c1cccc([N+](=O)[O-])c1	-4	2.9	-12	1	-1	1687	0.3	-9	.	0	-2
O=C1CN(C(=O)CSc2nnc3ccccn23)c2ccccc2N1	9	2.3	6	7	8	1700	0.6	-8	0.23	-8	12*
CCN(CC)S(=O)(=O)c1ccc(NC(=O)COC(=O)c2ccc(NC(=O)CC#N)cc2)cc1	0	2.6	-20	4	8	1675	-0.1	-1	-1	-1	-3

In another format: entries from further up
The line under a structure holds: PPARg SRC1 recr	RAM network inh	bIAP inh	PPARg SRC3 recr	PPARg SRC-2 ag	TR-FRET SRC-2 ct	DTT redox prof	S1P3 antag	ROMK mod	L major viab	HMGR II inh
> Cc1cc(NC(=O)CSc2nnc(Nc3ccccc3F)s2)no1
    0	5.3	8	2	0	1503	0.2	-8	0.16	1	1
> Nc1nonc1-c1noc(COc2ccccc2Cl)n1
    9	3.4	28	11	3	1697	0.0	20	-1.2	2	-4

Compound profiles (already shown):
COc1ccc(NC(=O)C(=S)NC2CCCCC2)cc1 is listed as PPARg SRC1 recr = -2; RAM network inh = 2.2; bIAP inh = -7; PPARg SRC3 recr = -1; PPARg SRC-2 ag = 1; TR-FRET SRC-2 ct = 1512; DTT redox prof = 0.0; S1P3 antag = -3; ROMK mod = 1.2; L major viab = 2; HMGR II inh = -5
Cc1cc(NC(=O)CSc2nnc(Nc3ccccc3F)s2)no1 is listed as PPARg SRC1 recr = 0; RAM network inh = 5.3; bIAP inh = 8; PPARg SRC3 recr = 2; PPARg SRC-2 ag = 0; TR-FRET SRC-2 ct = 1503; DTT redox prof = 0.2; S1P3 antag = -8; ROMK mod = 0.16; L major viab = 1; HMGR II inh = 1
CCN(CC)S(=O)(=O)c1ccc(NC(=O)COC(=O)c2ccc(NC(=O)CC#N)cc2)cc1 is listed as PPARg SRC1 recr = 0; RAM network inh = 2.6; bIAP inh = -20; PPARg SRC3 recr = 4; PPARg SRC-2 ag = 8; TR-FRET SRC-2 ct = 1675; DTT redox prof = -0.1; S1P3 antag = -1; ROMK mod = -1; L major viab = -1; HMGR II inh = -3

The results go on:
SMILES	PPARg SRC1 recr	RAM network inh	bIAP inh	PPARg SRC3 recr	PPARg SRC-2 ag	TR-FRET SRC-2 ct	DTT redox prof	S1P3 antag	ROMK mod	L major viab	HMGR II inh
CCCC(=O)N=c1sc2cccc(F)c2n1C	-1	0.2	14	-3	9	1752	-2.3	18	.	-3	-6
COc1ccc(-c2nnc3ccc(SCC(=O)Nc4nc5ccc(C)cc5s4)nn23)cc1OC	-4	6.9	33	-4	-4	1409	0.9	-13	.	2	-7
COc1cc(OC)c(C(=O)CCC(=O)O)cc1OC	1	0.0	-7	-7	-7	1495	-0.5	-5	1.2	71*	-1
COc1cc(-c2cc(C(F)(F)F)n3ncc(C(=O)O)c3n2)cc(OC)c1OC	6	0.6	6	4	-1	1372	-0.4	.	1.3	7	4
COCCNC(=S)N(CCc1c(C)[nH]c2ccc(Cl)cc12)Cc1cccs1	6	9.8*	-10	-2	-11	1285	-0.1	22	0.59	53*	-2
CC(C)C[C@H](N)c1nnc(S(=O)(=O)Cc2cccc(F)c2)o1	-1	1.4	4	-2	7	1606	3.2	-26	-0.48	-5	-1
CCN(CC)C(=O)C1CCCN(c2ccc([N+](=O)[O-])cc2/C=N/NC(=O)c2ccc([N+](=O)[O-])cc2)C1 (stereo not drawn)	1	1.4	6	-2	0	1571	-5.2	.	.	53*	-3

Some values from the list.
PPARg SRC3 recr result of COc1cc(-c2cc(C(F)(F)F)n3ncc(C(=O)O)c3n2)cc(OC)c1OC = 4
RAM network inh result of CCN(CC)C(=O)C1CCCN(c2ccc([N+](=O)[O-])cc2/C=N/NC(=O)c2ccc([N+](=O)[O-])cc2)C1 (stereo not drawn) = 1.4
PPARg SRC1 recr result of COCCNC(=S)N(CCc1c(C)[nH]c2ccc(Cl)cc12)Cc1cccs1 = 6

Screening results: PubChem BioAssay, several laboratories
